# Screening results: PubChem BioAssay, Broad Institute
# RAD54 branch = blocks human RAD54 Holliday junction branch migration; FAM/BHQ fluorescence; inhibition, % at 10.4 µM; 360,000 tested, 0.14% active; AID 602329;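 active = mean normalized replicate activity at least 40 and at least half of replicates scoring 40 or more; inconclusive = only one of the two criteria met; inactive = mean below 40 and under half of replicates reaching 40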;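 note: 0% = median of neutral control wells and 100% = median of positive control wells; inhibitors cause a drop in the FAM fluorescence signal; in these data hits start at about 50%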
# esBAF inh = inhibitors of esBAF chromatin remodeling in mouse ES cells. Bmi1-luciferase knock-in reporter, 24 h; 100% = twice the neutral-well signal. reporter increase, % at 12.5 µM. 350,000 tested, 2% active. AID 602393; in the data active = activation above about 40%; inconclusive = no clear call, values can overlap the other calls;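 note: 0% = median of the plate's neutral control wells and 100% = double that signal; a rise in the Bmi1 reporter signal indicates esBAF inhibition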
# XiGFP reactiv = X-chromosome reactivation activator. XiGFP mouse fibroblasts, % GFP-positive cells imaging, 3 d; cells co-treated with 5-aza-dC sensitizer; scaled so ellipticine positive control = 100%. activation, % at 7.58 µM. 360,000 tested, 0.055% active. AID 743238;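 active = mean normalized replicate activation at least 10% and every replicate at or above 10%; inconclusive = only one of the two criteria met; inactive = mean below 10% and not all replicates reach 10%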;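 note: 0% = median of on-plate neutral control wells and 100% = ellipticine 6 µM median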
#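 System: XiGFP fibroblasts, SV40-immortalized. Medium: DMEM plus 5-aza-dC sensitizer. Doses: single point. Timing: 3 d treatment, 15 min room-temperature fixation. Control set: ellipticine 6 µM.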
# ERp5 block = blocks human ERp5 reductase activity on insulin; AID 651711; Q15084; ERp5 insulin aggregation, absorbance 650 nm, 90 min; 350,000 tested, 0.05% active; inhibition, % at 9.99 µM;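 active = mean replicate inhibition above about 25%, with every replicate also reaching it, limit read from the data, passing the limit was not always enough; inconclusive = only one of those two criteria met; inactive = neither criterion met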
# E-sel inducer = E-selectin induction on HUVECs; AID 686992; activation, % at 7.58 µM; P16581; HUVEC E-selectin immunofluorescence imaging; normalized: neutral wells 0, TNF-alpha wells 100; 260,000 tested, 0.37% active;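 active = mean E-selectin-positive cell signal at least 10% of the positive control, reached in at least 60% of replicates, without over 20% cell loss; inconclusive = no rule given, readout overlaps actives, possibly toxicity-flagged; inactive = the rest, including those meeting only one limit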;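 note: in these data hits start at about 27%; measured in HUVEC primary endothelial cells; signal is the percent of cells scored E-selectin positive by PE staining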
# Target sequence (P16581 whole entry, looked up): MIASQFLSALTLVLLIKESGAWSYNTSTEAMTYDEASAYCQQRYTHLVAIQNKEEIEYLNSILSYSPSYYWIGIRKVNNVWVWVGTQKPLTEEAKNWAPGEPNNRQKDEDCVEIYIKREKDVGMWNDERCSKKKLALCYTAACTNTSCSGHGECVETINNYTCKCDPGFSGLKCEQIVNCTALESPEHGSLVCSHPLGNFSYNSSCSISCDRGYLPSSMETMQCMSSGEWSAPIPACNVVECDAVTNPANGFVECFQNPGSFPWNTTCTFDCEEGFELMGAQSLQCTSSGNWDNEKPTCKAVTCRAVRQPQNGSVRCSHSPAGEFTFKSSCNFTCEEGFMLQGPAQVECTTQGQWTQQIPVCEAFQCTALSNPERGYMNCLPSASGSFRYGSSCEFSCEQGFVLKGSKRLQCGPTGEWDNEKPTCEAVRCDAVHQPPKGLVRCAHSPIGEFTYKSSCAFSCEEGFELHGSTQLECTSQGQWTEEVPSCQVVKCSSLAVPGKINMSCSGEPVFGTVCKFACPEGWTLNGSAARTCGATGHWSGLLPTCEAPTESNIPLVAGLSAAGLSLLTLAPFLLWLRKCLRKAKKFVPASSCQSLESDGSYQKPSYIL
#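 System: HUVEC, human umbilical vein endothelial cells; quantity: 3,000 cells/well; buffer or medium: EGM-2 medium, gelatin-coated wells; dosing: single-point compound dose; detection: immunofluorescence imaging; evaluation: % PE-positive cells; benchmarks: TNF-alpha, DMSO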
# RAD52 inh = inhibitors of human RAD52 DNA annealing; P43351; recombinant RAD52 DNA annealing, FRET fluorescence; inhibition, % at 18.7 µM; 360,000 tested, 0.46% active; AID 651710;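 active = every replicate showing at least 50% inhibition; inconclusive = mean inhibition at least 50% but not in every replicate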
# S100A4 inh HTS = inhibitors of human S100A4 binding to myosin IIA peptide; P26447; S100A4/TAMRA-MyoIIA peptide fluorescence polarization; inhibition, % at 10.7 µM; 360,000 tested, 0.14% active;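 active = mean inhibition of at least 70% across replicates, with every replicate also reaching that level; inconclusive = mean inhibition reaches 70% but some replicates fall short; inactive = mean inhibition below 70%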
# Target sequence (P26447 whole entry, looked up): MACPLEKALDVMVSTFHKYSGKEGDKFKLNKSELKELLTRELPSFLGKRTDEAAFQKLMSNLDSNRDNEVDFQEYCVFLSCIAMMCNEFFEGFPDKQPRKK
#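 assay system = human S100A4 monomer with TAMRA-labelled myosin IIA peptide | also added = labelled myosin peptide probe, 5 nM | incubation = 5 min between mix addition and reading | control set = DMSO and TFP controls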
# ERAP1 inh = blocks human ERAP1 aminopeptidase activity. Q9NZ08. recombinant ERAP1, Leu-AMC fluorescence, 60 min. inhibition, % at 10.7 µM. 340,000 tested, 0.15% active;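 active = mean replicate inhibition of at least 30%, or all replicates individually reaching that 30% level; inactive = mean below 30% and not every replicate reaching it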;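 note: 0% = neutral control wells and 100% = L-leucinethiol positive control wells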
# An asterisk follows results filed as active; ? = inconclusive; . = no result given.
SMILES,RAD54 branch,esBAF inh,XiGFP reactiv,ERp5 block,E-sel inducer,RAD52 inh,S100A4 inh HTS,ERAP1 inh
COc1ccccc1C#Cc1ccc([C@@H]2[C@@H](CO)N3CCCCN(C(=O)C4CCCC4)C[C@@H]23)cc1,-8,.,.,-4,.,27,-3,3
Cc1nc(Cl)c(C(=O)Nc2cccc(F)c2)c(C)c1Cl,.,.,0.0,-2,.,-20,-7,1
C[C@H](CO)N1C[C@H](C)[C@@H](CN(C)S(=O)(=O)c2ccccc2)Oc2c(NS(=O)(=O)c3ccc(Cl)cc3)cccc2C1=O,5,1,-0.4,23,0.0,10,-4,-6
COc1ccc(C2=NN(C(=O)CCC(=O)O)C(c3cccs3)C2)cc1 (stereo unspecified),.,.,-0.1,1,2.6,-26,6,2
O=C(C[C@@H]1C=C[C@@H](NC(=O)c2cccnc2)[C@@H](CO)O1)NCc1ccc(Cl)c(Cl)c1,4,0,-0.1,2,-0.2,1,2,-1
COc1ccc(NC(=O)N(C)C[C@@H]2OCc3ccccc3-c3ccccc3C(=O)N([C@H](C)CO)C[C@@H]2C)cc1,7,5,-0.1,5,2.5,3,1,-1
C[C@@H]1CN([C@@H](C)CO)C(=O)c2cccc(NS(=O)(=O)c3cccs3)c2O[C@@H]1CN(C)Cc1ccc(C(=O)Nc2ccccc2N)cc1,-11,-36,0.0,0,?,-1,11,-1
CCCNC(=O)C[C@@H]1C[C@H]2c3cc(NS(C)(=O)=O)ccc3O[C@H]2[C@@H](CO)O1,-12,-3,0.5,56*,-0.1,2,2,2
CCN1CCN(Cc2ccc(NC(=O)c3cccc(-c4ccc5nc(NC(=O)C6CC6)sc5n4)c3)cc2C(F)(F)F)CC1,.,.,0.6,0,-7.9,67*,3,.
CNC(=S)Nc1cc(Cl)ccc1Oc1ccccc1,.,.,0.0,6,-0.1,-6,-13,2
C[C@]12C(=O)N(c3ccc(F)cc3)C(=O)N1[C@@H]1c3ccccc3OC[C@@H]1[C@H]2c1ccccc1,2,5,0.2,-2,.,-14,-3,-3
COC(=O)C1=C(C)N(C)C(=NCc2ccccc2C(F)(F)F)NC1c1ccc(F)cc1 (stereo unspecified),.,.,0.7,6,-0.2,-13,-4,0
COc1ccccc1-c1ccc([C@H]2[C@H]3CN(C(=O)CN4CCOCC4)CCCCN3[C@H]2CO)cc1,4,-9,0.2,5,-0.3,-10,1,0
O=C(CN1CCC(N2CCCCC2)CC1)N1CCOCC1,.,.,0.1,2,0.0,-4,-2,.
Cc1cc(F)ccc1-c1cc(C(=O)NCc2cccs2)[nH]n1,4,30,-0.1,-3,0.0,-8,-3,-6
O=C(CCc1ccccc1)Nc1cc(S(=O)(=O)N2CCOCC2)ccc1N1CCCC1,3,-2,0.0,7,.,-7,10,1
CC1=NN(c2nc(-c3ccc(C#N)cc3)cs2)C(=O)C1,.,.,0.0,2,.,-2,0,-2
Cc1cccc(S(=O)(=O)N2CC[C@@H]3[C@H](CO)Nc4ccc(C#Cc5ccc(F)cc5)cc4[C@@H]32)c1,1,-2,0.2,0,-0.8,-45,97*,3
O=C(NCC1CCCCC1)c1cc(Br)ccc1Cl,5,3,0.1,2,.,0,0,1
O=C(C[C@H]1CC[C@H]2[C@@H](COC[C@@H](O)CN2C(=O)c2ccc(F)cc2)O1)N1CCCCC1,0,-2,0.2,-1,0.1,7,3,0

# Overlap with the part before: two compounds, then new ones.
SMILES,RAD54 branch,esBAF inh,XiGFP reactiv,ERp5 block,E-sel inducer,RAD52 inh,S100A4 inh HTS,ERAP1 inh
O=C(NCC1CCCCC1)c1cc(Br)ccc1Cl,5,3,0.1,2,.,0,0,1
O=C(C[C@H]1CC[C@H]2[C@@H](COC[C@@H](O)CN2C(=O)c2ccc(F)cc2)O1)N1CCCCC1,0,-2,0.2,-1,0.1,7,3,0
O=C(NC(=S)Nc1ccc(N2CCOCC2)c(Cl)c1)c1sc2ccccc2c1Cl,.,.,0.1,4,.,-12,-1,11
CC(C)c1onc(C(=O)N2CCN(C(c3ccccc3)c3ccccc3)CC2)c1[N+](=O)[O-],-2,6,0.2,-1,0.2,-8,-5,-2
Cc1c(NS(=O)(=O)c2ccc([N+](=O)[O-])cc2)c(=O)n(-c2ccccc2)n1C,-9,2,0.0,0,.,-5,3,4
CC(C)(C)c1ccccc1NC(=O)CN1C(=O)NC2(CCCCCC2)C1=O,-6,0,0.2,-2,-0.1,-6,0,0
COc1ccc(S(=O)(=O)N(C)C[C@H]2Oc3ccc(NC(=O)Cn4cnnn4)cc3CC(=O)N([C@H](C)CO)C[C@@H]2C)cc1,3,0,0.1,11,-12,-12,-2,-1
O=C(NOC(=O)c1ccccc1)c1ccccc1,3,.,0.0,.,.,-1,10,2
CCOc1ccccc1NC(=O)COC(=O)Cc1ccc(-c2ccccc2)cc1,-14,.,0.2,4,.,-16,0,13
Cc1cc(N2C(=O)C(O)=C(C(=O)c3ccc(C)o3)C2c2ccc([N+](=O)[O-])cc2)no1 (stereo unspecified),-2,-1,0.0,2,.,-28,-17,1
C/C=C/c1ccccc1[C@H]1[C@@H](CO)N(C(=O)Nc2ccccc2)[C@H]1C#N,.,.,0.2,-2,0.1,-11,22,1
Nc1cc(N2CCCCC2)c([N+](=O)[O-])cc1Cl,1,.,0.3,6,.,-9,-1,5
O=C(Nc1ccccc1F)N1C[C@@H]2[C@H](c3ccccc31)[C@@H](CO)N2C(=O)c1ccccc1F,5,29,0.0,5,0.1,-7,2,1
COc1cc2c(cc1OC)CN(C(=O)c1ccc(Cl)c(S(=O)(=O)N3CCCC3)c1)CC2,-4,6,-0.2,4,.,-3,0,0
CCOC(OCC)c1cc2ccccc2cn1,-10,2,0.6,7,-0.2,-13,-1,-2
CCC(C)C(=O)Nc1ccccc1N1CCN(c2ccc(F)cc2)CC1 (stereo unspecified),7,-5,0.1,2,.,-4,0,0
CCC1CN(C(=O)NCc2ccc(F)cc2)c2cc(C)ccc2O1 (stereo unspecified),-18,-3,0.0,0,-0.1,-6,-5,0
Cc1c(Cl)cccc1NC(=O)Nc1cnccn1,6,.,0.0,5,0.6,-6,-5,1
CC(=O)N(C)C[C@@H]1Oc2cc(C#CCC(C)C)ccc2S(=O)(=O)N([C@@H](C)CO)C[C@H]1C,6,3,0.0,1,-0.5,15,-4,0
CC(=O)Nc1ccc(/C=C(\C#N)C(=O)NC2CCCCC2C)cc1 (stereo unspecified),.,-4,0.3,0,0.0,-18,8,-1
CCC(=O)N[C@@H]1CC[C@H](CCNC(=O)Nc2ccc(C(F)(F)F)cc2)O[C@@H]1CO,-12,-3,-0.3,0,0.0,18,9,-1
O=C(OCC(=O)N1CCCc2ccccc21)c1cc(Cl)ccc1O,-6,-1,0.0,4,-0.8,-9,1,1

# Complete entries from above. Order of values: RAD54 branch | esBAF inh | XiGFP reactiv | ERp5 block | E-sel inducer | RAD52 inh | S100A4 inh HTS | ERAP1 inh
# Entry for `O=C(OCC(=O)N1CCCc2ccccc21)c1cc(Cl)ccc1O` → -6 | -1 | 0.0 | 4 | -0.8 | -9 | 1 | 1
# Entry for `O=C(NOC(=O)c1ccccc1)c1ccccc1` → 3 | . | 0.0 | . | . | -1 | 10 | 2
# Entry for `Cc1c(Cl)cccc1NC(=O)Nc1cnccn1` → 6 | . | 0.0 | 5 | 0.6 | -6 | -5 | 1
# Entry for `COc1cc2c(cc1OC)CN(C(=O)c1ccc(Cl)c(S(=O)(=O)N3CCCC3)c1)CC2` → -4 | 6 | -0.2 | 4 | . | -3 | 0 | 0
# Entry for `O=C(Nc1ccccc1F)N1C[C@@H]2[C@H](c3ccccc31)[C@@H](CO)N2C(=O)c1ccccc1F` → 5 | 29 | 0.0 | 5 | 0.1 | -7 | 2 | 1

# Shown with two lines to a compound: two of the compounds above
# Below each compound – RAD54 branch, esBAF inh, XiGFP reactiv, ERp5 block, E-sel inducer, RAD52 inh, S100A4 inh HTS, ERAP1 inh
Nc1cc(N2CCCCC2)c([N+](=O)[O-])cc1Cl
    1, ., 0.3, 6, ., -9, -1, 5
O=C(Nc1ccccc1F)N1C[C@@H]2[C@H](c3ccccc31)[C@@H](CO)N2C(=O)c1ccccc1F
    5, 29, 0.0, 5, 0.1, -7, 2, 1

# (cont.)
SMILES,RAD54 branch,esBAF inh,XiGFP reactiv,ERp5 block,E-sel inducer,RAD52 inh,S100A4 inh HTS,ERAP1 inh
Cc1ccc(-c2nc(N3CCOCC3)sc2C(=O)N2CCCCC2)cc1,-8,2,0.1,5,0.7,-20,0,0
Cc1ccc(S(=O)(=O)N2CCN(C(=O)COc3ccc(Br)cc3)CC2)cc1,-13,27,0.0,-2,.,-16,1,5
C[C@]12CC[C@@H]3c4ccc(O)cc4CC[C@H]3[C@@H]1C[C@@H](O)[C@@H]2O[C@@H]1O[C@H](C(=O)O)[C@@H](O)[C@H](O)[C@H]1O,6,-2,0.3,5,-0.4,-6,3,-1
CCOC(=O)c1ccc(NS(=O)(=O)c2cn(C)cn2)cc1,-6,1,0.1,-3,.,-32,-6,-6
C/C=C/c1ccc([C@H]2[C@H]3CN(C(=O)c4ccncc4)CC(=O)N3[C@H]2CO)cc1,.,.,0.0,-2,0.0,-2,3,6
Cc1ccc2c(c1)/C(=C/c1ccccc1F)C(=O)N2,.,.,-0.1,0,0.6,-2,7,0
Cc1c(O)cc2c(c1O)C(=O)CC(c1ccccc1)O2 (stereo unspecified),6,-16,.,-1,.,-10,-14,-1
COCCNC(=O)COc1coc(CN2CCN(Cc3ccccc3)CC2)cc1=O,-1,-1,0.1,-1,1.4,5,1,-2
C[C@@H](NC(=O)c1nc[nH]c1C(=O)NC1CCN(C(=O)OC(C)(C)C)CC1)c1ccccc1,7,6,0.4,5,0.0,1,9,1
COc1ccc(Cl)cc1NC(=O)CN(C)CC(=O)N1CC(=O)Nc2ccccc21,-3,1,0.7,-4,1.2,-59,-2,0
COc1ccc(C(O)c2nc(-c3cccc(NC(C)=O)c3)cs2)cc1 (stereo unspecified),-1,-1,0.0,2,0.9,2,1,7
COc1cc(/C=N/NC(=S)Nc2cccc(C(=O)O)c2)cc(OC)c1OC,1,.,-0.1,6,-0.1,-71,-5,-4

# Marked active in RAD52 inh (from the list above):
Structure	esBAF inh	ERp5 block	RAD52 inh	S100A4 inh HTS	ERAP1 inh
CCN1CCN(Cc2ccc(NC(=O)c3cccc(-c4ccc5nc(NC(=O)C6CC6)sc5n4)c3)cc2C(F)(F)F)CC1	.	0	67*	3	.
